Tb PFK inh: qHTS Assay to Find Inhibitors of T. brucei phosphofructokinase | Potency, µM (titrated, usually from 57.5 µM), without a hit: at the highest dose activity, negative = inhibition, most hits filed as inhibitors | T. brucei PFK, ADP-Glo luminescence | ATP-dependent 6-phosphofructokinase (Trypanosoma brucei brucei), O15648 | actives 0.17% (n = 330,000);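 also: potency is read from the fitted curve at half-maximal effect; 0% = uninhibited 1x PFK enzyme wells and -100% = no-enzyme wells; nearly all actives have a fitted effect of over 60% in size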
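PFK 1.25 nM, F6P 0.5 mM, ATP 0.1 mM, 0.1 M TEA pH 8.0, 5 mM MgCl2, 0.01% Tween20, 0.1% BSA; 45 min RT. ADP-Glo readout. qHTS titration up to 57 uM; curves fitted, compounds curve-classed.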
uPA generation: qHTS for Inhibitors of Cell Surface uPA Generation | cell surface uPA generation assay, qHTS | Potency, µM (highest dose often 38.3 µM), inactives show at the highest dose activity change, negative = inhibition, most hits filed as inhibitors | actives 0.31% (n = 330,000); active = well fitted inhibition curve with a large enough effect; inconclusive = small, poorly fitted or top-dose-only effect; inactive = no such curve, though single readings can be large or run the other way; tested in mouse RAW 264.7 cells; also: potency is read from the fitted curve at half-maximal effect; % is scaled to controls: 0 for no effect and ±100 for the full control effect; nearly all actives have a fitted effect of over 55% in size
TCR act: Activators of T cell receptors: qHTS campaign | primary human leukocytes, anti-CD3, IL-2 HTRF, 48 h | 330,000 tested, under 10 active | Potency, µM (series often up to 9.22 µM), for inactives: top-dose activation of IL-2 secretion, actives largely listed as activators | AID 504894, 2011; also: % of control where 0% means no effect
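48 hr co-incubation of compounds, a-CD3 beads and primary human leukocytes; IL-2 quantified homogeneously by HTRF with anti-IL-2 K and d2 conjugates.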
USP2a inh: qHTS Assay for Inhibitors of Ubiquitin-specific Protease USP2a Using CHOP2 as the Reporter; Ubiquitin carboxyl-terminal hydrolase 2 (Homo sapiens), O75604; USP2 core, Ub-CHOP2 coupled fluorogenic reporter, 485/531; AID 463254, 2010; Potency, µM (titrated, usually from 38.3 µM), without a hit: at the highest dose activity change, negative = inhibition, most hits filed as inhibitors; actives 0.01% (n = 330,000);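 also: potency is read from the fitted curve at half-maximal effect; plate controls were DMSO wells for no effect and full inhibition by NEM control for full effect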
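Deubiquitinase activity read as fluorescence (485/531 nm) after Ub-CHOP2 cleavage activates the enterokinase reporter on its substrate; USP2 core 10nM, Ub-CHOP2 and substrate 25nM each, 30min compound preincubation then 60min RT; data normalized to NEM, curves fitted.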
PTAP TSG101 blk: qHTS Assay for Iinhibitors of HIV-1 Budding by Blocking the Interaction of PTAP/TSG101; Fluorescence polarization, FITC-PTAP peptide / Tsg101 binding; Potency, µM (series often up to 115 µM), without a hit: top-dose activity change, negative = inhibition, most hits filed as inhibitors; Tumor susceptibility gene 101 protein (Homo sapiens), Q99816; 340,000 tested, under 10 active; AID 493005, 2010; active = well fitted inhibition curve with a large enough effect in the main read-out, with a control signal flat, not every such curve was filed as active; inconclusive = small, poorly fitted or top-dose-only effect, or effect the other way, or a change in a side signal; inactive = no such curve, though single readings can be large or run the other way; also: potency is read from the fitted curve at half-maximal effect; % of control where 0% means no effect
Target sequence (Q99816 whole entry, looked up): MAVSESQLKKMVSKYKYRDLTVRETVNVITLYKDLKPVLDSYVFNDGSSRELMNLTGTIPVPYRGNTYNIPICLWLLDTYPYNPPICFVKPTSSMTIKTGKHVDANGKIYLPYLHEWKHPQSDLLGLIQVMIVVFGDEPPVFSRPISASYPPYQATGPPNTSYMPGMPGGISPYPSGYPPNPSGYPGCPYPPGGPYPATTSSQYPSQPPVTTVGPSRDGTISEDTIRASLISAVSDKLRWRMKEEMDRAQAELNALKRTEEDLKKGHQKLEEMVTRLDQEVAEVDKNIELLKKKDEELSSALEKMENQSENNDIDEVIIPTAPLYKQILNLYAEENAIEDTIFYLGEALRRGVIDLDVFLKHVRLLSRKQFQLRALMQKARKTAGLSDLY
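Fluorescence anisotropy tracks displacement of a FITC-tagged PTAP peptide (50 nM) from the Tsg101 binding domain (10 uM), following a 20 min room-temperature incubation at pH 7.5.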
B2AR arrestin: qHTS assay of beta-arrestin-biased ligands of beta2-adrenergic receptor. Beta-2 adrenergic receptor (Homo sapiens), P07550. beta-arrestin recruitment to beta2AR, cell-based reporter. Potency, µM (top dose mostly 46.1 µM), inactives show at the highest dose activation, usual class: activators. actives 0.02% (n = 330,000);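 also: potency is read from the fitted curve at half-maximal effect; 0% = DMSO controls and full agonism = EC100 isoproterenol or metaproterenol; nearly all actives have a fitted effect of over 65% in size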
ELG1 DNA repair: qHTS screen for small molecules that inhibit ELG1-dependent DNA repair in human embryonic kidney (HEK293T) cells expressing luciferase-tagged ELG1; actives 2.3% (n = 330,000); Potency, µM (highest dose often 46.1 µM), inactives show at the top dose activity change, negative = inhibition, hits mostly inhibitors; AID 504467, 2011; HEK293T ELG1-luciferase reporter, luminescence, 16 h; DNA damage induced by 5-fluorouridine; also: potency is read from the fitted curve at half-maximal effect; % is scaled to controls: 0 for no effect and ±100 for the full control effect; nearly all actives have a fitted effect of over 55% in size
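Quantitative HTS, concentration-response format. 2,000 cells/well co-treated with 5-fluorouridine and compound, 16 hr in 5% CO2 at 37 °C; ONE-Glo luminescence read after 30 min.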
Eya2 inh: qHTS Assay for Inhibitors of the Phosphatase Activity of Eya2; actives 0.006% (n = 330,000); recombinant Eya2, OMFP fluorescence dephosphorylation (OMFP is methylfluorescein phosphate); Potency, µM (highest dose often 76.9 µM), for the others: top-dose activity, negative = inhibition, hits mostly inhibitors; AID 488837, 2010; Protein phosphatase EYA2 (Homo sapiens), O00167; also: potency is read from the fitted curve at half-maximal effect; % is scaled to controls: 0 for no effect and ±100 for the full control effect
Target sequence (O00167 whole entry, looked up): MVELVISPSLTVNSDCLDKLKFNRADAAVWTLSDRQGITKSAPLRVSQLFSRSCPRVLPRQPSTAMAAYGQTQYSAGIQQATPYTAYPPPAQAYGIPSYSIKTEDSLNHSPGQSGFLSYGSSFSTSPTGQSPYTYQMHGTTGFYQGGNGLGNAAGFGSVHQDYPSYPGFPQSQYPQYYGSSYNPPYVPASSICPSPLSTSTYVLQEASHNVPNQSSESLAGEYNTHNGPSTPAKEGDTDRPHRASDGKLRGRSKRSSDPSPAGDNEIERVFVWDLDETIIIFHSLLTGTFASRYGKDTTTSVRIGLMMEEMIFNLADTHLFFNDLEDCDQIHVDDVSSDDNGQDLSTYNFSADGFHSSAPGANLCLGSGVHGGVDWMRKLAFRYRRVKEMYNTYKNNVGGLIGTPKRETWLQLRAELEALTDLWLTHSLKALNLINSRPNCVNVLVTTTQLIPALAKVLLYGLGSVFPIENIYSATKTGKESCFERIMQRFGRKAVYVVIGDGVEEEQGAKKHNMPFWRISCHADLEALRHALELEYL
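Eya2 (0.2 uM) preincubated 10 min at ambient with compound, then OMFP substrate added at 50 uM; 10 min reaction in 50 mM HEPES pH 7.5, 50 mM NaCl, 5 uM MgCl2, 0.05% BSA, 1 mM DTT. Fluorescence read at Ex 485/Em 525 nm.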
Mito fusion yeast: qHTS Assay for Small Molecule Inhibitors of Mitochondrial Division or Activators of Mitochondrial Fusion. S. cerevisiae fusion-defective mutant growth rescue, CellTiterGlo 48 h. Potency, µM (series often up to 46.1 µM), for the others: at the top dose growth rescue (activation), usual class: activators. actives 0.23% (n = 320,000). AID 485298, 2010;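 also: potency is read from the fitted curve at half-maximal effect; % of control where 0% means no effect; nearly all actives have a fitted effect of over 45% in size; temperature-sensitive fusion mutants such as fzo1-1 at 37 °C on non-fermentable ethanol glycerol medium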
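Yeast fusion mutant, YPEG (non-fermentable carbon), compound, 48 h at 37C non-permissive; CellTiterGlo added, 10 min RT, luminescence read. Rescued growth = division inhibition.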
TSHR antagonist: Antagonists of the Thyroid Stimulating Hormone Receptor: HTS campaign | TSHR-expressing cells, TSH-stimulated cAMP HTRF, 2 h; stronger effect = lower value | Thyrotropin receptor (Homo sapiens), P16473 | AID 504810, 2011 | actives 0.2% (n = 330,000) | activity change, negative = inhibition, % at 11.5 µM;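 active = activity change below a set negative limit, meaning inhibition stronger than a set level, cut at about -70% in these data; inconclusive = activity change between two set negative limits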; also: % is scaled to controls: 0 for no effect and ±100 for the full control effect
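Competitive HTRF cAMP read-out (cryptate anti-cAMP antibody, cAMP-d2; 30 min, room temperature) in freshly harvested TSHR cells. Compounds added before TSH at EC80 (4nM final), followed by 2 hours' incubation at 37 deg C.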
BCR signal inh: qHTS Assay to Find Inhibitors of Chronic Active B-Cell Receptor Signaling; Potency, µM (titrated, usually from 46.1 µM), inactives show top-dose ratio change, negative = lower green/red ratio, hits mostly inhibitors; ABC-DLBCL IkBa-CBG/CBR reporter, luminescence ratio, 4 h; AID 493014, 2011; actives 0.05% (n = 340,000); active = well fitted inhibition curve with a large enough effect in the signal ratio, with a control signal flat, not every such curve was filed as active; inconclusive = small, poorly fitted or top-dose-only effect, or effect the other way, or a change in a side signal; the % refers to the signal ratio;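 also: potency is read from the fitted curve at half-maximal effect; plate controls were basal doxycycline-induced cells for no effect and cells given 10 µM MG132 for full effect; MG132 reads +100%, hits lower the ratio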
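TMD8 human ABC-DLBCL cells with doxycycline-inducible IκBα–green luciferase fusion and unfused red luciferase, in 0.5% FBS medium; compounds up to 46 uM, 4 h at 37C. Green/red luminescence ratio, filter-overlap corrected, fitted to concentration-response curves.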
* hit, by the source's call; u = inconclusive; x = not tested or not shown; [ ] = dose if it differs, or a comment. Unless noted, calls follow the shape of the dose curve; as a rule, active = well fitted curve in the direction sought with a large enough effect; inconclusive = small, poorly fitted or top-dose-only effect, or another doubt; inactive = no such curve, though single readings can be large; an effect the other way counts as inactive or inconclusive.

Second line of a record – Tb PFK inh	uPA generation	TCR act	USP2a inh	PTAP TSG101 blk	B2AR arrestin	ELG1 DNA repair	Eya2 inh	Mito fusion yeast	TSHR antagonist	BCR signal inh
O=C(CNC(=O)c1ccc(N2C(=O)c3ccccc3C2=O)cc1)OCC(=O)c1ccccc1
  -3%	11%	-5%[46.1 µM]	0%	-4%	-2.3%	11%	-1%	-1%	6	0%
COc1ccc(C(=O)NC2CCCCCC2)cc1S(=O)(=O)N1CCCC1
  0%	0%	4%	0%	-5%	0.4%	-7%	-1%	-2%	-5	-2%
Cc1cc(OCC(=O)NCCN2CCOCC2)ccc1Br
  -3%	-1%	3%	0%	-10%	0.1%	9%	2%	-1%	3	17%
Cc1ncoc1C(=O)Nc1ccc(Oc2ccccc2)cc1
  2%	x	5%	-3%	-2%	0.3%	u	0%	11%	0	-5%
Cn1c(CCC(=O)Nc2ccc(N3CCOCC3)cc2)nc(=O)c2ccccc21
  1%	1%	-12%	1%	0%	-1.1%	-1%	11%	-3%	2	0%
O=C1CC(SC(=Nc2ccccc2)Nc2ccccc2)C(=O)N1c1cccc2ccccc12 (stereo unspecified)
  10%	14%	-4%	0%	-10%	0.0%	u	-2%	-6%	-7	-1%
COc1ccccc1/C=N\Nc1cn[nH]c(=O)c1Cl
  4%	5%	1%	3%	0%	-0.1%	u	6%	4%	-9	u
Cc1ccc(-n2nc(C)c3c(=O)[nH]c(C(F)(F)F)nc32)cc1
  4%	x	-2%[46.1 µM]	-3%	x	-0.5%	u	2%	22%	-9	0%
COc1ccccc1CCNC(=O)CSc1ccc(-c2ccco2)nn1
  -16%	2%	7%	-2%	-1%	0.2%	-3%	-2%	u	16	-1%
Cc1ccccc1C1c2[nH]c3ccccc3c2C[C@H]2C(=O)N(C3CC3)CC(=O)N12 (stereo partly specified)
  3%	1%	0%	1%	-6%	0.6%	-11%	11%	11%	-3	-7%
CCn1cnc2sc(C)c(C)c2c1=O
  1%	x	x	3%	x	0.1%	9%	0%	9%	-8	u
C=CC[C@@H](CC(=O)NCCO)C(=O)NC[C@H](OC(=O)[C@@H](CC=C)CC(=O)OC(C)(C)C)c1ccccc1
  -2%	4%	1%	1%	1%	-0.5%	-25%	-16%	x	2	2%
COc1ccccc1-c1ccc(/C=N/O)o1
  0%	4%	-1%	-1%	0%	0.0%	0%	-2%	1%	14	u
COc1ccc2oc(C(=O)N3CCN(c4ncccn4)CC3)c(C)c2c1
  1%	9%	-5%	2%	-6%	0.5%	-19%	-21%	0%	1	-4%
CC(C)(C)c1ccc(C[C@H](C(=O)O)N2C(=O)c3ccc(C(=O)O)cc3C2=O)cc1
  16%	x	x	2%	x	-0.3%	x	-28%	-2%	-6	14%
CC1CCC/C(=N\NC(=O)c2ccncc2)C1 (stereo unspecified)
  -3%	-2%	3%[46.1 µM]	-1%	-1%	-0.1%	3%	4%	-7%	0	u
CN(Cc1cn(-c2ccccc2)nc1-c1ccc(Cl)cc1)C(=O)CCC(=O)O
  0%	1%	7%[46.1 µM]	6%	-1%	-0.1%	16%	-4%	0%	-11	u
Nc1nc(-c2ccccc2)nn1S(=O)(=O)c1ccccc1
  -1%	-11%	-2%	0%	-1%	0.1%	6%	6%	6%	-9	-3%
CC(C)c1nc(SCC(=O)Nc2ccc(N3CCOCC3)cc2)c2ccccc2n1
  u	-4%	-3%[46.1 µM]	0%	-3%	-0.1%	u	2%	14%	1	-18%
COc1cccc(CNc2nc3nc(C)c(Cl)c(=O)n3[nH]2)c1
  -3%	4%	-98%	-1%	-7%	-0.4%	-7%	7%	0%	1	u

Further structures follow.
Second line of a record – Tb PFK inh	uPA generation	TCR act	USP2a inh	PTAP TSG101 blk	B2AR arrestin	ELG1 DNA repair	Eya2 inh	Mito fusion yeast	TSHR antagonist	BCR signal inh
CCCCCn1c(=O)[nH]c2cc(C(=O)NCc3ccccn3)ccc2c1=O
  -3%	4%	-5%	0%	-3%	0.0%	-13%	-23%	2%	-9	3%
O=C(/C=C/c1ccc(N2CCC(c3ccccc3)=N2)cc1)c1ccccc1
  2%	-1%	-6%	23%	u	-0.7%	u	u	-6%	-9	0%
COC(=O)CCC(=O)N1CCCC(CO)(Cc2ccccc2)C1 (stereo unspecified)
  -2%	13%	-13%	1%	-4%	-1.0%	u	-1%	-6%	0	u
CC1(c2ccccc2Cl)NC(=O)N(CC(=O)NC(=O)NCc2ccco2)C1=O (stereo unspecified)
  0%	10%	0%	-6%	-7%	-0.2%	20%	5%	-4%	12	u
Cc1c(OCC(=O)N[C@@H](Cc2ccccc2)C(=O)O)ccc2c3c(c(=O)oc12)CCC3
  4%	10%	-2%	1%	-4%	-0.7%	-18%	14%	-2%	3	11%
COCCn1c(-c2ccccc2)nc2c(c(=O)c3ccccc3n2C)c1=O
  -5%	x	1%[46.1 µM]	1%	x	-2.0%	-6%	-6%	19%	18	5%
Cc1nn2c(C)c(C(=O)Nc3ccccc3)cnc2c1-c1ccccc1
  1%	0%	1%	2%	-2%	0.2%	-13%	u	7%	-4	u
Cc1nnc(NC(=O)CSc2ncnc3c2cnn3-c2ccccc2C)s1
  -2%	-6%	9%	-1%	2%	-0.1%	9%	7%	3%	-2	1%
CCNC(=S)NNC(=O)C(c1ccccc1)c1ccccc1
  6%	12%	x	-6%	-5%	-0.4%	-18%	-15%	-5%	-13	0%
O=C(Nc1ccccc1)Nc1cccc2cccnc12
  u	-1%	x	4%	-1%	0.2%	u	-7%	18%	-17	u
CC(C)(C)C(=O)Nc1sc2c(c1C#N)CCC2
  0%	0%	2%	1%	0%	0.1%	0%	18%	-1%	8	4%
Cc1ccc(S(=O)(=O)Nc2ccc(N3CCOCC3)cc2)cc1C
  2%	5%	3%	-11%	3%	-1.3%	u	-20%	-19%	-10	-12%
COc1ccccc1N1C(=O)c2ccccc2NC1c1cc(OC)c(OC)c(OC)c1 (stereo unspecified)
  -7%	0%	-6%	0%	-4%	1.2%	3%	1%	4%	8	-9%
Cc1cc(C)cc(N(CC(=O)NC2CCCC2)S(=O)(=O)c2c(C)[nH]c(=O)[nH]c2=O)c1
  2%	6%	4%	2%	2%	-0.8%	8%	5%	-1%	8	6%
Cc1c(NC(=O)C(C)OC(=O)c2cccc(S(=O)(=O)N3CCOCC3)c2)c(=O)n(-c2ccccc2)n1C (stereo unspecified)
  1%	-1%	0%	0%	-2%	0.0%	-9%	4%	-1%	-9	9%
O=C(O)c1cccc(N/N=C/c2cccs2)c1
  1%	-3%	5%[46.1 µM]	-1%	2%	-0.1%	u	4%	-1%	-5	u
COC(=O)c1ccc(C)c(NC(=O)CN(c2ccccc2)S(=O)(=O)N(C)C)c1
  3%	0%	1%	2%	0%	-0.2%	-9%	u	-7%	-13	0%
CC1CCc2c(sc(NC(=O)/C=C/c3cccs3)c2C(=O)O)C1 (stereo unspecified)
  -3%	10µM*	0%	3%	-7%	12%	5%	-10%	-2%	-27	u
COc1cc(N)c(Cl)cc1C(=O)OCC(=O)Nc1cccnc1Cl
  -6%	4%	-6%	0%	0%	0.1%	-3%	23%	16%	1	u
CC(NC(=O)/C(C#N)=C/c1ccco1)c1ccccc1 (stereo unspecified)
  2%	1%	-4%	2%	-3%	-0.7%	0%	9%	-3%	12	0%
Cc1ccc(C2(C)NC(=O)N(CC(=O)NC(=O)NCCC(C)C)C2=O)cc1 (stereo unspecified)
  -4%	6%	-100%	-4%	3%	-0.2%	-25%	-13%	1%	35	-3%
